# PV pol inh – inhibitors of poliovirus RNA polymerase binding and polymerization | P03300 | poliovirus polymerase elongation, fluorescence polarization; active compounds read low | % elongation, % (compound at 16.7 µg/mL) | hit rate 0.66% among 150,000 | AID 588519; in the data active = % elongation below about 90%; also: some results filed as inactive read as strong as hits
# Target sequence (P03300 1749-2209 limits assumed): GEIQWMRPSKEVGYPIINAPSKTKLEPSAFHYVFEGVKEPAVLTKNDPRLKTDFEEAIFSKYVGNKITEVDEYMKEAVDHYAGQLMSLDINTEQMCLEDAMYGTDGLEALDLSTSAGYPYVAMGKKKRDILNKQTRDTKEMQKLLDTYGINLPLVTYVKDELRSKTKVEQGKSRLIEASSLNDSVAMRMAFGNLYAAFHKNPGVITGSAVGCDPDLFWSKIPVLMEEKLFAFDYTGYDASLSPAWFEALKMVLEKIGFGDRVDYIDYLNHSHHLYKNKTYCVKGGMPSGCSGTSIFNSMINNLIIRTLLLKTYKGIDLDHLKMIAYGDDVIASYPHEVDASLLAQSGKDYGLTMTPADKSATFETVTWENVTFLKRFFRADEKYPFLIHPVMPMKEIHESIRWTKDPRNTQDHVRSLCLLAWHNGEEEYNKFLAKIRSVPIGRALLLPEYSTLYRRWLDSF
# PV pol inh FP z-score – second read-out of PV pol inh, no call of its own (marks repeat the call); z-score; measured here: FP z-score; hits read low
# The depositor's hits bear a star; & = joins results of further samples. The list is partial; the hit share may differ from the screen's.
SMILES,PV pol inh,PV pol inh FP z-score
O=[N+]([O-])c1cc(-c2nc(-c3ccccc3)no2)ccc1N1CCOCC1,112,1
CCc1nn2c(=O)c(S(=O)(=O)Nc3ccc(Cl)cc3)c(C)nc2s1,102,-0.7
CC1=NS(=O)(=O)c2cc(Cl)ccc2N1,98&99&100&101,-1.2&-0.3&0&0.2
CC12CN3CC(C)(CN(C1)C(=O)c1ccccc1C3=O)C2=O,101,-0.1
CC(C)[C@H](N)c1nnc(SCC(=O)N(C)C)o1,103,0.2
CN(C)/C=N/c1cnc(C(=O)c2ccc(Cl)cc2)n1C,106,0.5
CC(=O)N(CCc1c(C)[nH]c2ccccc12)C(C(=O)Nc1c(C)cccc1C)c1ccc(Cl)cc1 (stereo not given),105,0.2
NC(=O)CSc1n[nH]c(COc2ccc(Cl)cc2)n1,104,0
O=C(OC(c1ccccc1)c1ccccc1)c1ccncc1,100,-0.6
CC(OC(=O)c1ncc(Cl)c(Cl)c1Cl)C(=O)N1CCOCC1 (stereo not given),104,0.1
O=C(c1cc2ccccc2o1)N1CCCC(c2nc3ccccc3s2)C1 (stereo not given),107,0.5
COc1ccc(-c2cc(-c3ccccc3)n[nH]2)cc1,114,1.1
COc1ccc(NC(=O)c2cc(C3CC3)nc3c2c(C)nn3-c2ccccc2)cc1,105,-0.3
O=C(Cn1c(COc2ccccc2)nc2ccccc21)NC1=NCCS1,100,-0.5
Cc1oc(-c2ccc(C(=O)N3CCCC3)cc2)nc1CS(=O)(=O)c1ccccc1,102,-0.4
CCC(C)C(C(=O)Nc1ccc(N2CCOCC2)cc1N1CCOCC1)c1ccccc1 (stereo not given),101,-0.1
CC(C)C1Cc2c(sc3c2c(=O)n(CCc2ccccc2)c2n[nH]c(=S)n32)CO1 (stereo not given),100,-0.5
CCOc1ccc(-n2c(-c3ccc(OC)cc3)c[n+]3c2CCCCC3)cc1,102,0.1
O=C(O)CSc1ccc(Oc2ccc(SCC(=O)O)cc2)cc1,104,0.9
Clc1ccc2cn[nH]c2c1,101,-0.4
O=C(O)COCC1COc2ccccc2O1 (stereo not given),100,-0.3
CC(CC(=O)Nc1ccccc1)n1cccn1 (stereo not given),101,0.1
Cc1ccc(NS(=O)(=O)c2cccc(C(=O)OC3CCOC3=O)c2)cc1 (stereo not given),103,0.1
Cc1noc(C)c1C(=O)N1CCN(C(=O)c2sc3cc(Cl)ccc3c2Cl)CC1,102,1.1
COc1ccc2c(c1)cc1n2CCN=C1NN,104,0.5

# Further records:
SMILES,PV pol inh,PV pol inh FP z-score
CCC(CC)c1nc(C(N)=O)c2[nH]c(=O)n(-c3ccc(OC)c(OC)c3)c2n1,100,0
Cc1ccc(-n2ncc3c(Nc4cccc(C(F)(F)F)c4)ncnc32)cc1C,105,-0.4
Cc1ccc2cc(CNCC(C)O)c(=O)[nH]c2c1C (stereo not given),101,-0.4
CCOc1ccc(NC(=O)CSC2=Nc3ccccc3C3=NC(CC(=O)NCc4ccccc4OC)C(=O)N23)cc1 (stereo not given),109,0.4
O=C(Nc1nc(-c2ccccc2)cs1)C12CC3CC(CC(C3)C1)C2,102,-0.2
Cc1ccc(Cl)cc1NC(=O)Cn1c(=O)c2ccccc2n2nncc12,105,0.4
COc1cc(N)c(Cl)cc1C(=O)OCC(=O)Nc1ccc(N2CCOCC2)cc1,100,-0.2
CC(=O)Nc1ccc(S(=O)(=O)NCC2CCC(C(=O)O)CC2)cc1 (stereo not given),101,-0.1
CCn1c(=O)c2sccc2n2c(CCCC(=O)NCCc3ccccc3)nnc12,105,0.4
CCCC(=O)NC1=C(C#N)C2(CCCC2)Cc2ccccc21,101,0.3
CC(=O)Oc1ccccc1C(=O)N(C(C)C)C(C)C,104,0.7
CCOC(=O)c1sc(N=NC2=C(O)CCCC2=O)c(C(=O)OCC)c1C,42*,-8.2*
O=C(O)/C=C/c1ccc(OC(F)(F)C(F)C(F)(F)F)cc1 (stereo not given),103,0.2
CCOc1ccc(NC(=O)Cn2c(=O)n(CCC(=O)NCCc3ccccc3)c(=O)c3ccccc32)cc1,104,-1.2
CCOC(=O)c1cn2nc(-c3ccc(OC)cc3)cc2nc1C1CCN(C(=O)OC(C)(C)C)CC1,103,0.4
Cc1cc2oc(C(=O)Nc3sc4c(c3C(=O)NCC3CCCO3)CCCC4)cc(=O)c2cc1C (stereo not given),104,-0.6
CCc1ccc(NC(=O)Cn2nnc(-c3ccccc3N)n2)cc1,111,0.9
CCc1ccc(N(C(=O)c2ccco2)C(C(=O)NC2CCCC2)c2ccncc2)cc1 (stereo not given),102,0.1
O=C(O)C1CCN(C(=O)c2ccccc2)CC1,105,0.3
CCn1c(SC)nnc1C1CCN(CC(=O)Nc2ccccc2N2CCOCC2)CC1,102,0.3
CC1=CC(C)C(/C=N/N=C(N)N)C(C)C1 (stereo not given),99,-1
O=C(NCC(c1ccco1)N1CCCCC1)Nc1ccc(Cl)c(Cl)c1 (stereo not given),99,0.1
NC(=O)c1cc(S(=O)(=O)NCc2ccccc2)cs1,-12*,-15*
COc1ccc2c(C)nc(N=C(N)N)nc2c1,99,-0.4
Cc1nc(C)c(C(=O)OCC(=O)N(C)C)s1,98,-0.5

# Next part.
SMILES,PV pol inh,PV pol inh FP z-score
O=C(CN1CCN(c2ccc(Cl)cc2)CC1)Nc1ccc(F)cc1F,113,1.1
O=C(Cc1cccs1)NC(c1ccccc1)c1ccccc1,103,0
CCCc1cnc2c(c1SCC(=O)Nc1ccc(C)c(Cl)c1)c(=O)n(C)c(=O)n2C,96,-1.9
Cc1cc(C)c(NC(=O)C(C)n2c(=O)c(C(F)(F)F)nc3ccccc32)c(C)c1 (stereo not given),104,-0.5
CCOC(=O)CSc1nc2cc(OC)c(OC)cc2c2nc(-c3ccccc3)nn12,103,-1.3
O=c1ccc(-c2cccs2)n[nH]1,103,0.6
O=S1(=O)CCC(N(CC2CCCO2)S(=O)(=O)c2cccs2)C1 (stereo not given),105,0.5
O=C(CC12CC3CC(CC(C3)C1)C2)NC1CCN(Cc2ccccc2)CC1,104,0.4
Nc1ccc2oc(=O)ccc2c1,100,-0.2
Nc1ncn([C@@H]2O[C@H](CO)[C@@H](O)[C@H]2O)c(=O)n1,99,-0.1
O=C(Nc1ccc(-c2cn3c(n2)SCC3)cc1)c1ccco1,104,-0.1
O=c1c(O)c(-c2ccc(F)c(Oc3ccccc3)c2)oc2ccccc12,108,0.7
COc1ccc(/C=C/C(=O)N2CCC(c3nc4ccccc4o3)CC2)cc1OC,105,0.1
O=C(c1cc(-c2ccc(F)cc2)on1)N1CCN(c2ccc(F)cc2)CC1,106,0.5
O=C(NCCc1ccccc1)c1cc(-c2ccccc2)nc2ccccc12,103,0.7
OCCNc1nc(N2CCOCC2)nc(N2CCOCC2)n1,98,-0.5
CCc1ccc(N2C(=O)CNC2=S)cc1,105,0.2
CCOc1cc(S(=O)(=O)n2ccnc2)ccc1Br,100,-0.7
O=C(O)CCCN1C(=O)/C(=C2\SC(=S)N(CCCC(=O)O)C2=O)SC1=S,88*,-4.7*
COC(=O)c1c(NC(=O)COc2c(C)ccc(C)c2C)sc2c1CCC(C)C2 (stereo not given),106,0.3
CC1=C(C(=O)Nc2ccccc2C)C(c2ccccn2)n2nc(SCc3ccccc3F)nc2N1 (stereo not given),103,-0.6
CC/C(O)=C(\C#N)c1nc2ccccc2n1C,103,0.3
CCS(=O)(=O)NCC(c1cccnc1)N1CCN(c2ccccc2)CC1 (stereo not given),100,0.1
Cc1ccc2c(COC(=O)/C=C/c3ccc(Br)o3)cc(=O)oc2c1,101,0
N#Cc1c(-c2cccnc2)cc2c(c1N)c(=O)oc1ccccc12,103,0.2

# Later entries:
SMILES,PV pol inh,PV pol inh FP z-score
CN=c1scc(-c2ccc(OC)cc2)n1/N=C/c1cc(Br)c(O)c(OC)c1,101,-0.1
Cc1ccccc1C(=O)Oc1cc(-c2ccc3c(c2)OCO3)cc(=O)c2c(C)oc(C)c12,113,1.4
CC(=O)N1c2ccc(S(=O)(=O)N3CCCCCC3)cc2CC1C(=O)NCc1ccc(Cl)cc1 (stereo not given),105,-0.2
FC(F)(F)c1cccc(OCc2nn[nH]n2)c1,101,-0.4
COc1ccc(-n2c3c(cc(-c4nc(-c5ccc(Cl)cc5)cs4)c2=O)C(=O)CC(C)(C)C3)cc1Cl,106,-0.1
O=C(Nc1ccc2c(c1)OCCO2)N1CCC(CN2CCc3ccccc3C2)CC1,103,0.1
O=C(CSc1ccccc1)NCc1ccccc1,97,-0.6
Cc1ccccc1N1CC(c2nnc(NC(=O)c3ccco3)s2)CC1=O (stereo not given),82*,-5.6*
CN1CC(=O)N(CCOc2ccccc2)C1=O,103,0.3
CCOCCCNC(=O)c1cn(CC(C)C)c(=O)c2c1c1ccccc1n2C,110,0.8
Cn1c(C(F)(F)F)nnc1S(=O)(=O)Cc1ccc(-c2csnn2)cc1,104,0.7
COc1ccc(NC(=O)CSc2nc(C)cc(C)c2C(=O)Nc2cccc(C)c2)cc1,104,-0.6
Cc1ccc(NC(=O)CSc2nccn2Cc2ccc3c(c2)OCO3)c(C)c1,112,1.2
CCC(=O)c1cc2c(cc1N)OCCO2,105,0.2
O=C(O)C1C2C=CC(C2)C1C(=O)Nc1ccc(C(=O)N2CCCCC2)cc1 (stereo not given),100,-0.8
Cc1cccc2c(=O)c(NC(=O)NCC3CC3)c[nH]c12,101,-0.7
Clc1cccc(-n2ncc3c(NCCC4=CCCCC4)ncnc32)c1,104,-0.5
CC1=C(C#N)C(NC(=O)c2cccc(Cl)c2)(C(F)(F)F)C(=O)N1 (stereo not given),106,0.3
Cn1nc(C(=O)NCCc2ccc(F)cc2)c2ccccc2c1=O,101,-0.4
N#CC(C#N)=NNc1ccc(-n2ccc(C(F)(F)F)n2)cc1,102,0.2
Cc1ccc(S(=O)(=O)c2cc3cc(C(=O)O)ccc3oc2=O)cc1,113,1.7
CCOc1ccc(-c2cc(NC(=O)Nc3ccc(Cl)cc3)c(C(=O)OC)s2)cc1,109,0.5
CCOc1cc(C(F)(F)F)cnc1/C(N)=N/OC(=O)NC,102,0.2
Cc1cc(C)n(-c2nc3cc(Cl)c(Cl)cc3nc2Nc2c(C)cccc2C)n1,107,0.8
COCCn1cnc2c(sc3nc4c(cc32)COC(C)(C)C4)c1=O,101,-0.3

# The list goes on.
SMILES,PV pol inh,PV pol inh FP z-score
COc1cc(/C=C2\SC(=O)N(C)C2=O)ccc1OCC(=O)Nc1ccc(S(N)(=O)=O)cc1,103,0.1
CCN1CCSc2ccc(C(=O)NCCN3CCOCC3)cc21,101,0
CCc1ccc(-c2[nH]c3c(c2-c2c(-n4cccc4)n(C)c(=O)n(C)c2=O)c(=O)n(C)c(=O)n3C)cc1,102,-0.3
COc1ccc(Cl)cc1NC(=O)CSc1nc2ccccc2c2nc(-c3ccccc3)nn12,110,1
CCOc1ccc(NC(=O)c2oc(=O)c3ccccc3c2-c2ccc(C)cc2)cc1,102,0
COc1cc2c(cc1NC(=O)C(C)Sc1nnc(C)c(=O)n1N)oc1ccccc12 (stereo not given),102,-0.4
O=C(CS(=O)(=O)Nc1ccc(F)cc1Cl)Nc1ccc(F)cc1Cl,105,0.3
N#C/C(=C\c1ccc2c(c1)OCCO2)C(N)=S,105,0.4
COc1c(Cl)cc(Cl)cc1/C=C(\C#N)c1nc(-c2ccc(Cl)cc2)cs1,97,-0.8
C=CCn1c(C)cc(C(C)(C)c2cc(C)n(CC=C)c2C)c1C,89,-1.6
CCOc1ccccc1N(C)C(=O)c1nn(-c2ccc(C)cc2)c(=O)c2c1c1ccccc1n2C,111,1.1
COc1cccc(C(=O)c2cc3ccc(O)cc3oc2=O)c1,103,1.4
CCOC(=O)c1c(S(=O)(=O)N2CCCC(C(=O)Nc3cccc(C)n3)C2)c(C)n(C)c1C (stereo not given),106,0
Cc1ccc(NC(=O)CN(c2nccs2)S(=O)(=O)c2ccccc2)cc1,107,0.4
Cc1ccc(S(=O)(=O)NNC(=S)NCC2CCCO2)cc1 (stereo not given),100,-0.4
COc1cccc(C(=O)Nc2ccc3nc(SCc4ccc(C)cc4)sc3c2)c1,111,0.9
O=C1ON(c2ccccc2)C(c2ccc3c(c2)OCO3)N1c1ccccc1 (stereo not given),100,0
CC(C)c1ccc(OC(=O)c2cc(-c3ccc(Cl)cc3)on2)cc1,100,-1.5
COc1ccnc(N2CCN(C(=O)OC(C)(C)C)CC2)n1,105,0.2
CCCC(C)(COC(N)=O)COC(=O)NC(C)C (stereo not given),100&99,0.1&-0.2
COCCN1C(=O)/C(=C\N2CCN(c3ccc(OC)cc3)CC2)C(=O)NC1=S,113,1.8
CC(C)(C)c1ccc(C(=O)CC(NCc2ccccc2)C(=O)O)cc1 (stereo not given),103,0
CCN(CC)CCNC(=O)c1ccc(-c2nc(CN3CCc4ccccc43)c(C)o2)cc1,101,-1.3

# One compound at a time, as listed above. Order of screens: PV pol inh	PV pol inh FP z-score
# Record of `CCOC(=O)c1c(S(=O)(=O)N2CCCC(C(=O)Nc3cccc(C)n3)C2)c(C)n(C)c1C` (stereo not given) : 106	0
# Record of `Cc1ccc(NC(=O)CN(c2nccs2)S(=O)(=O)c2ccccc2)cc1` : 107	0.4
# Record of `CC(C)c1ccc(OC(=O)c2cc(-c3ccc(Cl)cc3)on2)cc1` : 100	-1.5
# Record of `Cc1ccc(S(=O)(=O)NNC(=S)NCC2CCCO2)cc1` (stereo not given) : 100	-0.4
# Record of `COc1ccc(Cl)cc1NC(=O)CSc1nc2ccccc2c2nc(-c3ccccc3)nn12` : 110	1

# 5 compounds picked at random from those above:
SMILES,PV pol inh,PV pol inh FP z-score
CCOc1ccccc1N(C)C(=O)c1nn(-c2ccc(C)cc2)c(=O)c2c1c1ccccc1n2C,111,1.1
CCOC(=O)c1c(S(=O)(=O)N2CCCC(C(=O)Nc3cccc(C)n3)C2)c(C)n(C)c1C (stereo not given),106,0
CCOc1ccc(NC(=O)c2oc(=O)c3ccccc3c2-c2ccc(C)cc2)cc1,102,0
COc1ccnc(N2CCN(C(=O)OC(C)(C)C)CC2)n1,105,0.2
CCc1ccc(-c2[nH]c3c(c2-c2c(-n4cccc4)n(C)c(=O)n(C)c2=O)c(=O)n(C)c(=O)n3C)cc1,102,-0.3

# An excerpt of these results, with tabs:
molecule	PV pol inh	PV pol inh FP z-score
O=C1ON(c2ccccc2)C(c2ccc3c(c2)OCO3)N1c1ccccc1 (stereo not given)	100	0
CC(C)c1ccc(OC(=O)c2cc(-c3ccc(Cl)cc3)on2)cc1	100	-1.5

# High-throughput results: PubChem, ICCB-Longwood Screening Facility, Harvard Medical School
